Mtb BioA inh: blocks M. tuberculosis BioA enzyme activity | purified M. tuberculosis BioA enzyme, plate reader | inhibition, % at 9.99 µM | 360,000 compounds, 0.096% hits; in the data active = inhibition above about 40%
Starred values were filed as active, the others as inactive. The list is partial; the hit share may differ from the screen's.

SMILES | Mtb BioA inh
Cc1noc(C)c1S(=O)(=O)Nc1ccc2c(c1)C(=O)N([C@H](C)CO)C[C@H](C)[C@H](CN(C)C(=O)C1CCCCC1)OCCCC[C@@H](C)O2 | -1.6
C/C=C/c1ccc2c(c1)O[C@H](CN(C)C(=O)c1ccc(F)cc1)[C@H](C)CN([C@@H](C)CO)S2(=O)=O | 0.9
Cc1cc(C(=O)Nc2ccc3c(c2)C(=O)N(C)[C@@H]2CC[C@H](CC(=O)NC4CCCC4)O[C@@H]2CO3)no1 | -0.8
O=C(C[C@H]1C[C@H]2c3cc(NS(=O)(=O)c4ccc(F)cc4)ccc3O[C@H]2[C@@H](CO)O1)NCC1CC1 | -0.9
COc1ccc(NC(=O)N(C)C[C@H]2Oc3cc(C#CCN(C)C)ccc3S(=O)(=O)N([C@H](C)CO)C[C@@H]2C)cc1 | 2.6
O=C(C1CC1)N1CCCCN2[C@H](C1)[C@H](c1ccc(C#CC3(O)CCCC3)cc1)[C@@H]2CO | -0.9
Cc1ccc(S(=O)(=O)N(C)C[C@H]2Oc3c(NC(=O)C4CCOCC4)cccc3C(=O)N([C@@H](C)CO)C[C@@H]2C)cc1 | 0.7
CNC[C@H]1Oc2cc(C#CCOC)ccc2S(=O)(=O)N([C@@H](C)CO)C[C@H]1C | 0.4
C[C@@H]1CCCCO[C@H](CN(C)S(=O)(=O)c2cccs2)[C@H](C)CN([C@@H](C)CO)C(=O)c2cc(NC(=O)Nc3ccccc3)ccc2O1 | 0.0
Cc1ccc(S(=O)(=O)N[C@@H]2C=C[C@H](CC(=O)NC3CCCCC3)O[C@H]2CO)cc1 | -1.1
CCCNC(=O)N(C)C[C@@H]1Oc2cc(-c3cccnc3)ccc2S(=O)(=O)N([C@@H](C)CO)C[C@H]1C | 7.6
CO[C@@H]1CN(C)C(=O)c2ccc(NC(=O)Nc3c(C)noc3C)cc2OC[C@@H](C)N(C(=O)Nc2cccc(Cl)c2)C[C@H]1C | -1.9
COc1ccc(-c2ccc3c(c2)[C@@H]2[C@@H](CCN2S(=O)(=O)c2ccc(OC)cc2)[C@@H](CO)N3)cc1 | -0.3
CN1CCN(C(=O)C[C@H]2CC[C@@H]3[C@H](COc4ccc(NC(=O)C5CCCCC5)cc4C(=O)N3C)O2)CC1 | -4.1
Cc1ccc(S(=O)(=O)N(C)C[C@H]2OCCCC[C@H](C)Oc3ccc(NS(=O)(=O)c4cccs4)cc3C(=O)N([C@H](C)CO)C[C@H]2C)cc1 | -1.7
C[C@@H]1CN([C@H](C)CO)S(=O)(=O)c2ccc(-c3ccccc3)cc2O[C@H]1CN(C)Cc1ccccn1 | 3.6
C[C@H]1CN([C@@H](C)CO)C(=O)c2cccc(NC(=O)C3CC3)c2O[C@@H]1CN(C)C(=O)NC1CCCCC1 | 0.7
C[C@H]1CN([C@@H](C)CO)C(=O)Cc2cc(NC(=O)C3CCCCC3)ccc2O[C@H]1CN(C)C(=O)Nc1ccc2c(c1)OCO2 | 0.4
C[C@@H]1CCCCO[C@@H](CN(C)S(=O)(=O)c2ccc(Cl)cc2)[C@@H](C)CN([C@H](C)CO)C(=O)c2cc(NC(=O)Nc3ccc(C(F)(F)F)cc3)ccc2O1 | -1.0
O=C(C[C@H]1C=C[C@@H](NC(=O)Nc2ccc(F)cc2)[C@H](CO)O1)NCc1cccc(F)c1 | -2.2
C[C@H](CO)N1C[C@H](C)[C@@H](CN(C)CC2CCCCC2)OCCCC[C@H](C)Oc2ccc(NC(=O)CCCCCC(=O)Nc3ccccc3N)cc2C1=O | -0.9
Cc1cccc(-c2ccc([C@H]3[C@H](CO)N4CCCCN(CCC(F)(F)F)C[C@@H]34)cc2)c1 | -3.1
C[C@@H]1CN([C@@H](C)CO)C(=O)c2cccc(NC(=O)Nc3ccc(C(F)(F)F)cc3)c2O[C@@H]1CN(C)C(=O)Nc1ccc(F)cc1 | -1.2
CCS(=O)(=O)N1[C@H](C#N)[C@H](c2ccc(C#Cc3ccccc3F)cc2)[C@@H]1CO | -2.0
CCCC(=O)Nc1ccc2c(c1)C(=O)N(C)C[C@@H](OC)[C@@H](C)CN[C@H](C)CO2 | -1.9
C[C@H]1CN([C@@H](C)CO)C(=O)c2cccc(NC(=O)Nc3ccc(F)cc3)c2O[C@H]1CN(C)Cc1ccc(-c2ccccc2)cc1 | -2.2
COc1ccc(S(=O)(=O)N(C)C[C@@H]2OCCCC[C@@H](C)Oc3ccc(NS(=O)(=O)c4ccc(C)cc4)cc3C(=O)N([C@@H](C)CO)C[C@H]2C)cc1 | -3.7
CO[C@@H]1CN(C)C(=O)c2ccc(NC(=O)C3CCC3)cc2OC[C@@H](C)NC[C@H]1C | -0.1
O=C(CCN1CCCCC1)N[C@@H]1CC[C@H](CCNS(=O)(=O)c2ccc(F)cc2)O[C@@H]1CO | 0.9
Cc1ccc(S(=O)(=O)Nc2ccc3c(c2)CC(=O)N([C@H](C)CO)C[C@H](C)[C@@H](CN(C)S(=O)(=O)c2c(C)noc2C)O3)cc1 | -3.0
CN(C)CC(=O)Nc1ccc2c(c1)[C@H]1C[C@H](CC(=O)NC3CCCC3)O[C@H](CO)[C@H]1O2 | -0.5
C[C@@H]1CN([C@@H](C)CO)C(=O)Cc2cc(NC(=O)c3ccncc3)ccc2O[C@@H]1CN(C)S(C)(=O)=O | -2.1
CC(C)NC(=O)N(C)C[C@@H]1Oc2c(NC(=O)c3ccncc3)cccc2C(=O)N([C@H](C)CO)C[C@H]1C | -2.8
CS(=O)(=O)N1CCCCN2[C@H](CO)[C@@H](c3ccc(Br)cc3)[C@H]2C1 | -5.5
O=C([C@H]1[C@H](CO)[C@H]2Cn3c(ccc(C4=CCCCC4)c3=O)[C@H]2N1Cc1nccs1)N1CCOCC1 | 0.6
C[C@@H]1CN([C@H](C)CO)C(=O)Cc2cc(NS(=O)(=O)c3ccccc3)ccc2O[C@@H]1CN(C)CC1CCCCC1 | 0.8
CCC(=O)Nc1ccc2c(c1)OC[C@H](C)N(Cc1nccs1)C[C@@H](C)[C@@H](OC)CN(C)C2=O | -0.3
C[C@H]1CN([C@@H](C)CO)C(=O)Cc2cc(NC(=O)Nc3ccc(C(F)(F)F)cc3)ccc2O[C@@H]1CN(C)C(=O)Nc1ccccc1 | 1.9
COCCNC(=O)C[C@H]1C[C@@H]2c3cc(NC(=O)CN(C)C)ccc3O[C@@H]2[C@@H](CO)O1 | -2.2
CN1C(=O)c2cc(NC(=O)c3cccs3)ccc2OC[C@@H]2O[C@H](CC(=O)N3CCOCC3)CC[C@@H]21 | 0.6
C/C=C/c1ccc([C@@H]2[C@@H](CNC(=O)c3ccccc3)N(C(C)=O)[C@H]2CO)cc1 | 3.1
C[C@@H]1CN([C@H](C)CO)C(=O)c2cc(NC(=O)NC3CCCCC3)ccc2O[C@@H](C)CCCCO[C@H]1CN(C)C(=O)C1CCCCC1 | 4.1
C[C@H]1CCCCO[C@@H](CN(C)C(=O)Nc2cccc3ccccc23)[C@@H](C)CN([C@@H](C)CO)C(=O)c2cc(NC(=O)Cc3ccccc3)ccc2O1 | -1.7
COc1cccc(-c2ccc3c(c2)[C@@H]2[C@@H](CCN2Cc2ccccc2OC)[C@@H](CO)N3)c1 | 11
O=C(C[C@H]1CC[C@@H]2[C@H](COC[C@H](O)CN2Cc2ccc(Oc3ccccc3)cc2)O1)N1CCc2ccccc2C1 | 0.9

In a second layout: results already given
| Structure | Mtb BioA inh |
| --- | --- |
| O=C([C@H]1[C@H](CO)[C@H]2Cn3c(ccc(C4=CCCCC4)c3=O)[C@H]2N1Cc1nccs1)N1CCOCC1 | 0.6 |
| C[C@@H]1CN([C@H](C)CO)C(=O)Cc2cc(NS(=O)(=O)c3ccccc3)ccc2O[C@@H]1CN(C)CC1CCCCC1 | 0.8 |
| CCC(=O)Nc1ccc2c(c1)OC[C@H](C)N(Cc1nccs1)C[C@@H](C)[C@@H](OC)CN(C)C2=O | -0.3 |
| C[C@H]1CN([C@@H](C)CO)C(=O)Cc2cc(NC(=O)Nc3ccc(C(F)(F)F)cc3)ccc2O[C@@H]1CN(C)C(=O)Nc1ccccc1 | 1.9 |
| COCCNC(=O)C[C@H]1C[C@@H]2c3cc(NC(=O)CN(C)C)ccc3O[C@@H]2[C@@H](CO)O1 | -2.2 |
| CN1C(=O)c2cc(NC(=O)c3cccs3)ccc2OC[C@@H]2O[C@H](CC(=O)N3CCOCC3)CC[C@@H]21 | 0.6 |
| C/C=C/c1ccc([C@@H]2[C@@H](CNC(=O)c3ccccc3)N(C(C)=O)[C@H]2CO)cc1 | 3.1 |
| C[C@@H]1CN([C@H](C)CO)C(=O)c2cc(NC(=O)NC3CCCCC3)ccc2O[C@@H](C)CCCCO[C@H]1CN(C)C(=O)C1CCCCC1 | 4.1 |
| C[C@H]1CCCCO[C@@H](CN(C)C(=O)Nc2cccc3ccccc23)[C@@H](C)CN([C@@H](C)CO)C(=O)c2cc(NC(=O)Cc3ccccc3)ccc2O1 | -1.7 |
| COc1cccc(-c2ccc3c(c2)[C@@H]2[C@@H](CCN2Cc2ccccc2OC)[C@@H](CO)N3)c1 | 11 |
| O=C(C[C@H]1CC[C@@H]2[C@H](COC[C@H](O)CN2Cc2ccc(Oc3ccccc3)cc2)O1)N1CCc2ccccc2C1 | 0.9 |

Other results.
SMILES | Mtb BioA inh
C[C@@H]1CN([C@@H](C)CO)C(=O)Cc2cc(NS(=O)(=O)c3cccs3)ccc2O[C@@H]1CN(C)C(=O)Nc1ccc(C(F)(F)F)cc1 | -0.6
C[C@H](CO)N1C[C@H](C)[C@H](CN(C)C(=O)NC2CCCC2)Oc2ncc(/C=C/c3ccccc3)cc2C1=O | -0.8
CCC(=O)N1CCCCN2[C@H](CO)[C@@H](c3ccc(-c4cccc(C#N)c4)cc3)[C@@H]2C1 | 4.2
O=C(C[C@H]1C=C[C@H](NC(=O)Nc2ccccc2F)[C@@H](CO)O1)NCc1ccc(F)cc1 | -2.5
C[C@H](CO)N1C[C@H](C)[C@@H](CN(C)S(=O)(=O)c2ccccc2)Oc2ccc(NC(=O)CCCCCC(=O)Nc3ccccc3N)cc2CC1=O | -1.8
CCC(=O)Nc1ccc2c(c1)OC[C@@H](C)N(C(=O)c1ccncc1)C[C@H](C)[C@@H](OC)CN(C)C2=O | -0.8
C[C@@H]1CCCCO[C@H](CN(C)S(=O)(=O)c2ccc(F)cc2)[C@H](C)CN([C@@H](C)CO)C(=O)c2cc(NC(=O)Cc3ccccc3)ccc2O1 | -4.8
CCC(=O)N(C)C[C@@H]1Oc2cc(-c3ccccc3OC)ccc2S(=O)(=O)N([C@@H](C)CO)C[C@@H]1C | -1.7
Cc1noc(C)c1NC(=O)Nc1ccc2c(c1)C(=O)N([C@@H](C)CO)C[C@@H](C)[C@H](CN(C)C(=O)NC(C)C)OCCCC[C@@H](C)O2 | -0.5
CC(C)NC(=O)Nc1ccc2c(c1)CC(=O)N([C@H](C)CO)C[C@H](C)[C@@H](CN(C)Cc1ccc(C(=O)O)cc1)O2 | 0.5
C[C@H]1CN([C@@H](C)CO)C(=O)c2cc(C#CC3CCCCC3)cnc2O[C@@H]1CN(C)C(=O)Nc1ccccc1 | 1.0
COc1cccc(NC(=O)Nc2ccc3c(c2)C(=O)N(C)C[C@@H](OC)[C@@H](C)CN(C)[C@@H](C)CO3)c1 | -1.4
O=C(N[C@@H]1CC[C@@H](CCNS(=O)(=O)c2ccc(F)cc2)O[C@@H]1CO)c1cccnc1 | 1.9
C[C@@H]1CN([C@H](C)CO)C(=O)c2cc(C#CC(C)(C)O)cnc2O[C@@H]1CN(C)C(=O)CN(C)C | 1.2
COc1ccc(CN(C)C[C@@H]2OCCCC[C@H](C)Oc3ccc(NC(=O)Nc4cccc5ccccc45)cc3C(=O)N([C@H](C)CO)C[C@H]2C)cc1 | -3.3
C[C@H](CO)N1C[C@H](C)[C@@H](CN(C)S(=O)(=O)c2ccc(Cl)cc2)OCCCC[C@H](C)Oc2ccc(NC(=O)CCC(F)(F)F)cc2C1=O | -0.3
CN(C)C(=O)C[C@@H]1CC[C@H]2[C@@H](COC[C@H](O)CN2S(=O)(=O)c2ccccc2)O1 | 1.1
C[C@@H](NC(=O)C[C@@H]1C[C@H]2c3cc(NS(C)(=O)=O)ccc3O[C@H]2[C@@H](CO)O1)c1ccccc1 | -0.4
C[C@H](CO)N1C[C@H](C)[C@@H](CN(C)C(=O)c2ccccc2)OCCCC[C@H](C)Oc2ccc(NC(=O)c3ccncc3)cc2C1=O | -1.2
CCc1cnc(N2[C@H](C#N)[C@H](c3ccc(C#CC(C)C)cc3)[C@@H]2CO)s1 | 0.6
COCC(=O)Nc1ccc2c(c1)[C@H]1C[C@@H](CC(=O)NCc3ccc(OC)cc3)O[C@H](CO)[C@H]1O2 | 0.3
C[C@H](CO)N1C[C@H](C)[C@@H](CN(C)Cc2ccncc2)Oc2cc(C#CCN(C)C)ccc2S1(=O)=O | 2.8
COCC#Cc1cnc2c(c1)C(=O)N([C@H](C)CO)C[C@@H](C)[C@H](CN(C)S(C)(=O)=O)O2 | -1.0
COc1cccc(S(=O)(=O)N2CCCCN3[C@H](CO)[C@@H](c4ccc(-c5ccccc5)cc4)[C@@H]3C2)c1 | 1.2
O=C(Nc1ccccc1F)N[C@H]1C=C[C@H](CC(=O)N2CCCCC2)O[C@@H]1CO | 3.1
C[C@H]1CN([C@@H](C)CO)C(=O)c2cc(C3=CCCC3)cnc2O[C@@H]1CN(C)C(=O)CN(C)C | -1.4
C[C@@H]1CN([C@H](C)CO)C(=O)c2cc(NC(=O)Cc3ccccc3)ccc2O[C@H]1CN(C)C(=O)Nc1cccc2ccccc12 | 0.7
COc1cc2c(cc1OC)CN(C(=O)[C@H]1[C@@H]3C(=O)O[C@@H](c4ccccc4)[C@@H](c4ccccc4)N3[C@@H](c3ccccc3OCCO)[C@]13C(=O)Nc1ccc(C#CC4=CCCCC4)cc13)CC2 | -2.3
O=C1O[C@@H](c2ccccc2)[C@@H](c2ccccc2)N2[C@@H](c3ccc(O)cc3)[C@]3(C(=O)Nc4ccc(C#CC5=CCCCC5)cc43)[C@@H](C(=O)N3CCCCCCC3)[C@H]12 | -5.4
C[C@H](CO)N1C[C@H](C)[C@H](CN(C)C(=O)CC2CC2)Oc2cc(-c3ccncc3)ccc2S1(=O)=O | 2.3
C[C@H](CO)N1C[C@H](C)[C@@H](CN(C)Cc2cccnc2)Oc2ncc(C3=CCCC3)cc2C1=O | 4.7
C[C@@H]1CN([C@H](C)CO)C(=O)c2cc(NS(=O)(=O)c3ccc(F)cc3)ccc2O[C@@H](C)CCCCO[C@H]1CN(C)C(=O)C1CCCCC1 | 3.6

High-throughput results: PubChem BioAssay, Broad Institute
